High-throughput results from PubChem.
Tau fluor cs = counter-screen for tau fibril formation inhibitors | tau K18 P301L (four-repeat tau fragment) Alexa594 fluorescence, heparin fibrillization | Potency, µM (top dose mostly 57.7 µM), inactives show top-dose activity change, negative = decrease | 280,000 compounds, 0.93% hits | AID 1463; also: % is scaled to controls: 0 for no effect and ±100 for the full control effect; nearly all actives have a fitted effect of over 55% in size
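Human K18 P301L tau (15 uM unlabeled plus 0.24 uM Alexa 594-labeled, final) in 100 mM sodium acetate pH 7 was mixed with compound and 20 uM heparin and incubated 6 hr at 37 C.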
aGal spleen mod = inhibits or activates alpha-galactosidase in human spleen homogenate; Potency, µM (doses to about 80 µM), for the others: at the highest dose activity change, negative = inhibition, most hits filed as inhibitors; human spleen homogenate, 4MU-alpha-Gal fluorescence, 40 min; 240,000 compounds, 0.008% hits;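 also: 0% = enzyme with vehicle and -100% = no enzyme basal signal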
Target sequence (P06280 32-429 limits assumed): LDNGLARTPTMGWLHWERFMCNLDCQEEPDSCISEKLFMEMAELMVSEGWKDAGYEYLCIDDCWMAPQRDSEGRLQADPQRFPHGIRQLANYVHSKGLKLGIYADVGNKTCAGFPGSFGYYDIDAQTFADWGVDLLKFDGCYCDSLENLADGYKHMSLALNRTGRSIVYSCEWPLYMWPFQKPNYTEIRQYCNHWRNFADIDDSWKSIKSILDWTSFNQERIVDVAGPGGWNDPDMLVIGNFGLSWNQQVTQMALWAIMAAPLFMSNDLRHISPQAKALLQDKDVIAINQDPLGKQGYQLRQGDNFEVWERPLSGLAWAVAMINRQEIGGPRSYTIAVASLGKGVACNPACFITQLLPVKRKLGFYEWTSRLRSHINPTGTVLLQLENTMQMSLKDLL
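Spleen homogenate 1 ug + cpd (titration) + 4-MU-alpha-D-galactopyranoside 1 mM; 37C 40 min; 50 mM citrate/phosphate pH 5.0, 0.01% Tween-20; stop pH 10; fluorescence 365/440; AC50 via Hill.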
NPSR antag = antagonists of human neuropeptide S receptor cAMP signaling. CHO-NPSR cells, cAMP TR-FRET, antagonist mode. Potency, µM (top dose mostly 38.3 µM), for inactives: at the top dose activity change, negative = inhibition, usual class: inhibitors. Q6W5P4. 220,000 compounds, 1% hits; also: % is scaled to controls: 0 for no effect and ±100 for the full control effect; nearly all actives have a fitted effect of over 50% in size; many of its hits are not listed in these tables
GAA inhib = inhibitors of human lysosomal alpha-glucosidase; 200,000 compounds, 0.005% hits; AID 1466; purified human GAA, 4-MU-alpha-glucoside fluorescence; Potency, µM (top dose mostly 76.9 µM), for inactives: at the top dose activity change, negative = inhibition, actives largely listed as inhibitors;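 also: plate controls were uninhibited enzyme wells for no effect and no-enzyme background for full effect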
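Endpoint fluorogenic read: 20 min room-temperature reaction of 4 nM human alpha-glucosidase with 400 uM 4-methylumbelliferyl-alpha-D-pyranoside, pH 5.0, quenched with 1M NaOH/1M glycine pH 10. AC50 from Hill modeling.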
aGlu spleen mod = inhibits or activates alpha-glucosidase in human spleen homogenate; human spleen homogenate, 4-MU-alpha-glucoside fluorescence; Potency, µM (top dose mostly 79.9 µM), inactives show top-dose activity change, negative = inhibition, actives largely listed as inhibitors; 240,000 compounds, 0.006% hits;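 also: 0% = enzyme with vehicle and -100% = no enzyme basal signal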
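Compounds were titrated against alpha-glucosidase in spleen homogenate at pH 5.0, with 1 mM 4-methylumbelliferyl substrate for 40 min at 37 C. Reactions were quenched with pH 10 NaOH/glycine and fluorescence measured.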
GAA glycogen mod = alters human alpha-glucosidase cleavage of glycogen; 300,000 compounds, 0.38% hits; P10253; AID 2100; Potency, µM (series often up to 76.4 µM), for the others: at the top dose activity change, negative = inhibition, most hits filed as inhibitors; recombinant GAA, glycogen substrate, Amplex Red glucose oxidase fluorescence;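 also: 0% = full enzyme reaction and -100% = no-enzyme basal signal; the screen sought inhibitors and activators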
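Recombinant human enzyme (4 nM); glycogen substrate; 37 C, 40 min, pH 5.0. Readout: coupled glucose oxidase/Amplex Red fluorescence.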
Epigenetic reg = epigenetic control regulation, reporter derepression; murine LDR cells, GFP reporter derepression, 30 h; Potency, µM (series often up to 53.9 µM), for the others: top-dose GFP activation, most hits filed as activators; 280,000 compounds, 0.2% hits; also: % of control where 0% means no effect; nearly all actives have a fitted effect of over 60% in size
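Derepression of a silenced CMV-GFP reporter in murine LDR cells is scored by enumerating GFP-positive cells with a laser-scanning microplate cytometer after 30 hours of treatment at 37 C.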
ALDH1A1 block = blocks purified human ALDH1A1 activity; P00352; Purified ALDH1A1, NADH fluorescence, propionaldehyde substrate; 220,000 compounds, 7.3% hits; Potency, µM (series often up to 75.3 µM), for the others: at the highest dose activity, negative = inhibition, usual class: inhibitors; active = well fitted inhibition curve with a large enough effect, not every such curve was filed as active; inconclusive = small, poorly fitted or top-dose-only effect, or another doubt; inactive = no such curve, though single readings can be large or run the other way;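 also: plate controls were no enzyme wells and a reference inhibitor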
Target sequence (P00352 whole entry, looked up): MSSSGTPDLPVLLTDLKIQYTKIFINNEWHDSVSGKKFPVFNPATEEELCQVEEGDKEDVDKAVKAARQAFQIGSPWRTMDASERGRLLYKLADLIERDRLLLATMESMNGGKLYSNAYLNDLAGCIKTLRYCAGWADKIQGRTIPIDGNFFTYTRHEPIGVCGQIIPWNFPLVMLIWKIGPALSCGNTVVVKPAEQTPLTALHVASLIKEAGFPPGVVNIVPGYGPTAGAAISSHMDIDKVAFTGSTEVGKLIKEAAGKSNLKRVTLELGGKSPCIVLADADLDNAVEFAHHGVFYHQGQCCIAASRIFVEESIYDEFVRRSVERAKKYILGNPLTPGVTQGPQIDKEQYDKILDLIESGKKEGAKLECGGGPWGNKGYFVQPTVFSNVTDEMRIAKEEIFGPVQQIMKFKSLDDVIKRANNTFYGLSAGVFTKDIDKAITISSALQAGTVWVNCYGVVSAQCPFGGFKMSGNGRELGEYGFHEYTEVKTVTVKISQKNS
* marks the source's active call; other numbers are inactive results; ? = inconclusive; · = not tested or not shown; & = joins results of further samples; [ ] = another dose, or the depositor's remark. Unless noted, calls follow the shape of the dose curve; as a rule, active = well fitted curve in the direction sought with a large enough effect; inconclusive = small, poorly fitted or top-dose-only effect, or another doubt; inactive = no such curve, though single readings can be large; an effect the other way counts as inactive or inconclusive. Potency is read from the fitted curve at half-maximal effect.

SMILES	Tau fluor cs	aGal spleen mod	NPSR antag	GAA inhib	aGlu spleen mod	GAA glycogen mod	Epigenetic reg	ALDH1A1 block
CCOc1ccc(-n2c(SCC(=O)NC3CCS(=O)(=O)C3)nnc2-c2cccnc2)cc1 (stereo unspecified)	0%	-2%	5%	-1%	-2%	1%	-1.4%	-1%
COc1cc(OC)cc(C(=O)OCC(=O)Nc2sccc2C(N)=O)c1	-28%	6%	14%	1%	5%	-12%	-0.6%	?
N#CC1=C(N)N2C(=C(C#N)C13CCN(Cc1ccccc1)CC3)Nc1ccccc12	-17%	14%	-3%[46.1 µM]	?	-3%	-27%	-0.9%	?
COc1ccc(NS(=O)(=O)c2ccc(O)c(NC(=O)c3ccc(S(=O)(=O)N4CCCC4)cc3)c2)cc1	?	8%	4%	-13%	6%	5%	-0.3%	?
COc1cccc(NC(=O)Nc2cc(C)ccc2F)c1	-9%	3%	1%[46.1 µM]	-6%	-3%	-12%	-0.9%	0%
O=c1[nH]c(SCc2ccc(Cl)cc2)nc2ccccc12	6%	-5%	-5%	-3%	-8%	14%	0.8%	6%
NNC(=O)c1cc(-c2cccs2)nc2ccccc12	-16%	7%	-1%	?	1%	?	0.0%	?
Cc1ccc(/C(O)=C2\C(=O)C(=O)N(CC(C)O)C2c2ccccn2)cc1 (stereo unspecified)	9%	9%	5%	11%	2%	-12%	0.0%	?
CN(C)CC(O)COc1ccc(C(C)(C)c2ccc(OCC(O)CN(C)C)cc2)cc1 (stereo unspecified)	2%	-5%	-1%[46.1 µM]	-4%	-6%	1%	-1.1%	0%
O=C(CNC(=O)c1cccs1)NCC(=O)OCc1ccc(F)cc1	-2%	14%	-44%	?	6%	19%	0.0%	3%
CCCC(=O)NCc1cc(-c2nn(C)c(=O)c3ccccc23)ccc1C	2%	5%	-16%[46.1 µM]	4%	-4%	1%	-1.0%	-8%
O=C(Cc1ccc(F)cc1)N1CCC(N2CCC(C(=O)N3CCOCC3)CC2)CC1	-7%	0%	-14%	0%	-3%	19%	2.1%	3%
CCN(CC)CCOC(=O)c1ccc(Cl)cc1	12%	19%	15%[46.1 µM]	0%	12%	-37%	-0.2%	-4%
CC(=O)c1ccc(N2CCN(C(=O)Nc3ccc(C)cc3)CC2)cc1	-8%&-12%	6%	-9%	-7%	9%	1%	2.6%&-1.9%	6%
Cc1nc2cc3ccccc3cc2c(=O)[nH]1	-15%	?	-3%[46.1 µM]	?	?	1%	-4.0%	?
CCOC(=O)c1c(O)c2cccc3c2n(c1=O)CC3	-7%	-2%	4%	·	5%	-3%	2.0%	·
O=c1c2[nH]c3ccc(Cl)cc3c2ncn1Cc1ccccn1	-4%	0%	0%[46.1 µM]	?	-2%	7%	-1.1%	4%
CCn1c(=O)c(-c2ccccc2)c(O)c2ccccc21	4%	2%	-24%[46.1 µM]	3%	5%	-5%	-3.7%	0%
O=C(NC1CCCCCCC1)c1ccc(CNc2c(N3CCOCC3)c(=O)c2=O)cc1	-7%	-2%	5%	6%	-13%	9%	1.0%	?
CC(C)=CCC/C(C)=C/CC/C(C)=N/O	-15%	12%	2%[46.1 µM]	-11%[15.4 µM]	6%	-8%	-5.8%	-7%
Cc1nc(-c2cccc(S(=O)(=O)N3CC(C)CC(C)C3)c2)cs1 (stereo unspecified)	-12%	2%	-19%[46.1 µM]	-15%	2%	-8%	-1.0%	-9%
CNC(=S)N1CCN(c2cccc(OC)c2)CC1	-6%	-3%	-12%[46.1 µM]	3%	-5%	-5%	0.8%	-11%
CCSc1nc(O)c(C2OC(=O)c3c2ccc(OC)c3OC)c(=O)n1-c1ccccc1 (stereo unspecified)	-8%	-1%	-9%[46.1 µM]	?	-3%	-2%	5.9%	9%
Cc1cc(C)c(C#N)c(SCCS(=O)(=O)Cc2ccccc2)n1	-2%	-1%	-18%[46.1 µM]	-16%	0%	5%	-1.2%	6.3µM*
COc1ccc(N2CCN(C(=O)CCc3nc(-c4ccc(C)cc4)no3)CC2)cc1	-27%	7%	-17%[46.1 µM]	5%	-10%	16%	-0.2%	1%
CC(=O)c1cccc(NC(=O)COC(=O)COc2c(Cl)cc(Cl)c3ccc(C)nc23)c1	-19%	0%	2%	-28%	-2%	10%	1.0%	4%
O=C1NC[C@@H](Cc2cccc3ccccc23)N(CC2CCCCC2)C1=O	-3%	-5%	-3%	·	-20%	2%	-0.1%	·
COc1cc2c(cc1NC(=O)COC(=O)/C=C/c1ccc([N+](=O)[O-])cc1)oc1ccccc12	-10%	7%	6%	·	2%	5%	0.0%	·
COc1ccc(-n2c(=S)[nH]c3cc(C(=O)NCCCN4CCCC4=O)ccc3c2=O)c(OC)c1	-6%	-3%	-7%[46.1 µM]	5%	-1%	0%	-0.7%	14µM*
CCc1nc2c(c(=O)c3ccccc3n2C)c(=O)n1-c1ccc(F)cc1	-2%	7%	20%	-5%	-11%	9%	-0.9%	-2%

Overlap with the part before: 6 compounds, then new ones.
SMILES	Tau fluor cs	aGal spleen mod	NPSR antag	GAA inhib	aGlu spleen mod	GAA glycogen mod	Epigenetic reg	ALDH1A1 block
COc1ccc(N2CCN(C(=O)CCc3nc(-c4ccc(C)cc4)no3)CC2)cc1	-27%	7%	-17%[46.1 µM]	5%	-10%	16%	-0.2%	1%
CC(=O)c1cccc(NC(=O)COC(=O)COc2c(Cl)cc(Cl)c3ccc(C)nc23)c1	-19%	0%	2%	-28%	-2%	10%	1.0%	4%
O=C1NC[C@@H](Cc2cccc3ccccc23)N(CC2CCCCC2)C1=O	-3%	-5%	-3%	·	-20%	2%	-0.1%	·
COc1cc2c(cc1NC(=O)COC(=O)/C=C/c1ccc([N+](=O)[O-])cc1)oc1ccccc12	-10%	7%	6%	·	2%	5%	0.0%	·
COc1ccc(-n2c(=S)[nH]c3cc(C(=O)NCCCN4CCCC4=O)ccc3c2=O)c(OC)c1	-6%	-3%	-7%[46.1 µM]	5%	-1%	0%	-0.7%	14µM*
CCc1nc2c(c(=O)c3ccccc3n2C)c(=O)n1-c1ccc(F)cc1	-2%	7%	20%	-5%	-11%	9%	-0.9%	-2%
Cc1cccc(NC(=O)N(C)Cc2cccs2)c1	-5%	7%	-8%[46.1 µM]	1%	1%	3%	1.4%	1%
COCCn1c(N)c(NCc2ccccc2)c(=O)n(CC(=O)Nc2cc(C)ccc2C)c1=O	-8%	-4%	-8%[46.1 µM]	0%	0%	-4%	1.0%	1%
CCc1ccc(N2CC(C(=O)OC)CC2=O)cc1 (stereo unspecified)	0%	1%	-2%	11%	3%	-11%	2.2%	-10%
O=C1c2ccccc2C(=O)c2c(O)ccc(O)c21	-28%	29%	·	·	1%	·	?	3%
COc1ccc(N=C2SC(C(=O)O)CC(=O)N2Cc2ccc(OC)c(OC)c2)cc1 (stereo unspecified)	-3%	3%	-4%[46.1 µM]	0%	0%	1%	1.1%	?
O=C(OCC(=O)c1c[nH]c2ccccc12)c1cccc(O)c1	-23%	-3%	-1%	0%	-2%	9%	-1.8%	8%
CC1CCC2(CC1)NC(=O)N(CC(=O)NC(=O)NC1CCCC1)C2=O (stereo unspecified)	5%	6%	-6%[46.1 µM]	-2%	-3%	8%	-4.5%	0%
O=C(c1ccco1)c1cn(CC(=O)N2CCCCCC2)c2ccccc12	-7%	1%	-18%	3%	2%	-6%	-2.3%	?
CCC(=O)NC(=S)Nc1cccc(NC(=O)c2ccccc2)c1	-19%	-9%	-9%	4%	-2%	12%	4.8%	-8%
CC(=O)Nc1ccc(S(=O)(=O)NCC(=O)NCCc2ccc(S(N)(=O)=O)cc2)cc1	8%	1%	6%	-9%	-3%	-17%	-4.2%	-3%
Nc1cc(-c2ccc(Cl)cc2)nn1-c1ccccc1	-25%	6%	-2%	1%	7%	21%	-0.5%	6%
COc1ccc2c(C)cc(SCC(=O)N3CCOCC3)nc2c1	-2%	5%	6%[46.1 µM]	0%	1%	4%	7.6%	22µM*
COc1ccc(/C=N/OCC(=O)N(Cc2ccccc2)c2ccccc2C(=O)O)cc1	4%	1%	3%	6%	-7%	3%	-1.1%	11%
Cc1cccc(OC(C)C(=O)N/N=C\c2ccncc2)c1 (stereo unspecified)	-6%	-14%	3%	-10%	·	4%	-2.2%	10%
C[C@H]1Cc2c(COc3ccccc3)nc3c(c2CO1)CN(C(=O)C1CC1)CC3	-10%[11.6 µM]	3%[17.5 µM]	·	·	4%[17.4 µM]	·	·	2%[13.5 µM]

An excerpt from above in order of their number in GAA glycogen mod, rising:
SMILES	GAA glycogen mod
CCc1ccc(N2CC(C(=O)OC)CC2=O)cc1 (stereo unspecified)	-11%
Cc1cccc(NC(=O)N(C)Cc2cccs2)c1	3%
COc1ccc2c(C)cc(SCC(=O)N3CCOCC3)nc2c1	4%
Nc1cc(-c2ccc(Cl)cc2)nn1-c1ccccc1	21%

The results go on.
SMILES	Tau fluor cs	aGal spleen mod	NPSR antag	GAA inhib	aGlu spleen mod	GAA glycogen mod	Epigenetic reg	ALDH1A1 block
CCOC(=O)c1c(NC(=O)C2CCN(S(=O)(=O)c3ccc(Cl)cc3)CC2)sc2c1CCCC2	-15%	0%	-3%	-7%	-7%	-10%	-1.1%	?
O=c1cnnc(Nc2ccccc2)[nH]1	5%	-1%	12%	4%	-14%	-4%	-4.8%	4%
COC(=O)CSc1nnc2cc(C)c3ccccc3n12	7%	5%	8%	·	0%	2%	1.0%	·
CCCCCc1nnc(NC(=O)C2COc3ccccc3O2)s1 (stereo unspecified)	-11%	6%	-27%	3%	5%	3%	-6.2%	?
CN(C(=O)COC(=O)/C=C/c1ccc(S(=O)(=O)N2CCc3ccccc32)cc1)C1CCS(=O)(=O)C1 (stereo unspecified)	2%	-1%	-9%	2%	1%	-1%	-4.6%	?
Cc1ccc(C(=O)NNC(=S)NC(=O)c2ccco2)cc1	13%	5%	-23%	6%	5%	-10%	-1.1%	-1%

Not all compounds are listed; rates above refer to the full screens.
